Bioassay records as filed in PubChem BioAssay.
Hep lipid drop: modulators of hepatic lipid droplet formation. AML12 mouse hepatocytes, oleate lipid droplets, BODIPY imaging. inhibition, % at 6.5 µM. actives 0.4% (n = 240,000). AID 1656;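 active = lipid droplet intensity inhibited by at least 50%, with more than 500 cells counted; inconclusive = wells with under 300 cells, treated as cytotoxic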
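System: AML12 hepatocytes (mouse). Probe or stimulus: oleic acid at 100 µM to induce lipid droplet formation. Times: overnight treatment with compound plus oleate. Detection: Image-based BODIPY and DAPI two-channel analysis. Evaluation: percent inhibition of filter-corrected integrated lipid droplet intensity per well.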
Myeloid diff MLP: compounds promoting myeloid differentiation. calls only at 10 µM. ER-HoxA9 myeloid progenitors, lysozyme-GFP differentiation, flow cytometry. AID 624256. actives 1% (n = 360,000);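 active = normalized GFP-positive differentiation at or above the plate's own cutoff, the solvent-only control mean plus 3 SD; inconclusive = no clear call, values can overlap the other calls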;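 also: cells exposed to compound for four days before flow analysis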
UTI89 phage lysis: inhibition of K1F phage lysis, E. coli UTI89, bacterial capsule biogenesis inhibitors, alamar blue (AID 488966); E. coli UTI89 K1F phage lysis, alamar blue, 2 h; higher % means a stronger effect; actives 0.02% (n = 340,000); one-dose inhibition, % at 100 µM; IC50 in µM for titrated hits;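 active = phage lysis inhibition, versus mean bacterial control, above a set limit; inconclusive = no clear call, values can overlap the other calls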;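 also: capsule biogenesis inhibitors block K1F phage lysis so surviving cells raise fluorescence; higher fluorescence means more inhibition of phage lysis; actives were called in the ten point dose series up to 300 µM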
Hep lipid drop cells 6.5 µM: second read-out of Hep lipid drop, no call of its own (marks repeat the call); cell count; measured here: cell count, cytotoxicity flag;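 cells counted across two imaged fields per well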
Myeloid diff MLP GFP+ MAC1+ %: further read-out of Myeloid diff MLP, marked with its call; GFP+ MAC1+ double positive, %; measured here: differentiation confirmed by MAC1 staining
Numbers without * were called inactive; i = inactive; u = inconclusive; x = not tested or not shown; [ ] = dose if it differs, or a comment. Some of the compounds tested; count on the stated rates, not on these rows.

SMILES	Hep lipid drop	Hep lipid drop cells 6.5 µM	Myeloid diff MLP	Myeloid diff MLP GFP+ MAC1+ %	UTI89 phage lysis
Cc1ccc(S(=O)(=O)N(C)c2ccc(C(=O)NCc3cccnc3)cc2)cc1	-11.5	775	u	x	0.0%
N#C/C(=C\c1ccccc1O)C(=O)Nc1ccccn1	-11.0	829	i	0.4	0.4%
COCCNC(=O)CSc1nc2scc(-c3ccccc3)c2c(=O)[nH]1	0.9	643	i	0.1	-0.1%
Cc1ccc(S(=O)(=O)/N=C(/Nc2cccc3ccccc23)c2ccc(F)cc2)cc1	-2.7	621	i	5.5	0.4%
COc1ccc(CC(=O)NCC2CCCN(Cc3ccc(F)cc3F)C2)cc1 (stereo unspecified)	-14.3	739	i	0.1	-0.4%
CC(C)CN(CC(C)C)CC(O)CN(c1ccccc1)S(=O)(=O)c1ccccc1[N+](=O)[O-] (stereo unspecified)	-31.3	688	i	0.2	-0.1%
O=C(NCC(=O)N1CCOCC1)c1ccc(Br)cc1	-11.3	603	i	1.2	2.1%[50 µM]
CC1CCc2c(sc3nc(C(C)(C)C)nc(N4CCN(C(=O)CCl)CC4)c23)C1 (stereo unspecified)	19.1	724	i	0.0	-0.3%
CC(C)(C)C(=O)N1CCN(c2ccc(NC(=O)c3ccc4c(c3)OCCO4)cc2)CC1	-23.6	793	i	0.3	0.0%
CCc1c(C(=O)N/N=C/c2sccc2C)nnn1-c1nonc1N	-15.8	793	i	0.7	-0.2%
Cc1cccc(NC(=O)Nc2ccc(Cl)c(Cl)c2)n1	-7.2	861	i	0.4	1.4%
Cc1cccc(-c2nc(S(=O)(=O)c3ccccc3)c(N3CCOCC3)o2)c1	-78.7	794	i	0.3	0.2%
CCn1c2ccccc2c2nnc(SCCN3CCOCC3)nc21	-0.4	724	i	0.7	0.6%
Cc1ccc(NC(=S)N2CCN(c3ccccn3)CC2)cc1C	14.9	817	i	0.3	0.1%
Cc1onc(-c2ccccc2)c1C(=O)N1CCN(S(=O)(=O)c2ccc(OC(F)(F)F)cc2)CC1	0.9	813	i	0.3	0.7%
Cc1ccc(OCC(O)CN2CCN(c3ccc(C)cc3)CC2)cc1 (stereo unspecified)	0.3	818	i	0.6	-0.2%
O=C(NCCCNC(=O)c1cc(Cl)ccc1Cl)c1cnccn1	-11.7	840	i	1.7	0.3%
COc1ccc(N2CCN(C(=O)c3cc(-c4ccc(F)cc4)[nH]c3C)CC2)cc1	-1.6	796	i	0.5	1.0%[50 µM]
Cc1ccc(S(=O)(=O)N[C@H](C(=O)N2CCC(C(=O)N[C@@H](CCC(N)=O)C(=O)O)CC2)C(C)C)cc1	2.5	787	i	2.0	2.5%
CCOC(=O)c1cc(C)sc1NC(=O)CSc1nccn1C	4.2	690	i	0.0	0.9%[50 µM]
COc1cc2c(cc1OC)C(c1ccccc1C)CC(=O)N2 (stereo unspecified)	-0.7	785	i	0.6	-1.0%
O=C(Nc1cccnc1Cl)c1ccc(Cl)cc1	3.9	855	i	0.3	0.2%
O=C1[C@@H]2Cc3c([nH]c4ccccc34)CN2C(=O)CN1CCCCCO	-10.9	835	i	1.1	0.2%
CCOc1ccc(C2C(C(=O)c3ccc(C)o3)=C(O)C(=O)N2c2nc(C)c(C(=O)OC)s2)cc1 (stereo unspecified)	11.0	737	u	x	0.2%
CCn1c(CN2CCN(c3ccc(OC)cc3)CC2)nc2cc(S(=O)(=O)N(C)C)ccc21	-4.9	812	i	0.4	-0.1%
Other entries.
SMILES	Hep lipid drop	Hep lipid drop cells 6.5 µM	Myeloid diff MLP	Myeloid diff MLP GFP+ MAC1+ %	UTI89 phage lysis
COc1ccc(NS(=O)(=O)c2cccc(C(=O)NC3CCC(O)CC3)c2)cc1 (stereo unspecified)	-9.6	734	i	3.7	1.2%[50 µM]
CCOC(=O)c1c(S(=O)(=O)NCC(=O)N2CCN(c3ccc(F)cc3)CC2)c(C)n(C)c1C	-28.1	659	i	6.0	0.5%
CC(=O)Nc1ccc(S(=O)(=O)NCCN2CCNC2=O)cc1Cl	23.9	818	i	0.3	-0.2%
CCOc1ccc(N=Cc2ccc3ccccc3c2)cc1	18.5	835	i	0.9	0.7%
Cc1ccc(S(=O)(=O)N2CCC(C(=O)NC3CC3)CC2)cc1	-0.1	803	i	0.3	-0.1%
Cc1ccc(CN2CCNC(=O)C2CC(=O)N(C)C2CCOCC2)cc1 (stereo unspecified)	12.9	864	i	0.4	-0.1%
CCCCOc1ccc(N2CC(C(=O)NCc3ccco3)CC2=O)cc1 (stereo unspecified)	1.8	818	i	4.6	0.2%
COc1cc(S(=O)(=O)N2CCN(C(=O)c3ccco3)CC2)ccc1Cl	9.0	844	i	0.4	0.3%
Cc1c(NC(=O)Nc2ccc(F)cc2F)c(=O)n(-c2ccccc2)n1C	2.5	717	i	2.9	0.3%
COc1ccc(C2c3[nH]c4ccccc4c3C[C@H]3C(=O)N(c4ccccc4C(=O)NCCN4CCOCC4)C(=O)N23)cc1 (stereo partly specified)	10.0	835	i	1.5	5.9%
N#Cc1c(N)n(Cc2ccccc2)c(=O)c2cc([N+](=O)[O-])ccc12	-3.3	845	i	0.8	0.2%
O=C(NC(=S)NC1CCSC1=O)c1ccc([N+](=O)[O-])cc1 (stereo unspecified)	-7.5	690	i	1.2	0.1%
Cc1ccc(OCC(=O)NCCCNC(=O)c2ccco2)cc1C	12.2	763	i	1.6	0.9%
COCCNC(=O)CCn1nc(-c2ccc(C)cc2)c2ccccc2c1=O	32.5	736	i	0.6	-1.1%[50 µM]
CCCc1ccc2oc(C(=O)N3CCC[C@H]3CO)c(C)c2c1	5.0	859	i	0.4	0.0%
N#Cc1cccc(S(=O)(=O)Nc2c(NC3CCCCC3)c3ccccc3oc2=O)c1	-0.7	720	i	0.7	0.4%
Cc1ccc(C(=O)N2CCCC(CCC(=O)NCc3ccc(F)c(F)c3)C2)cn1 (stereo unspecified)	-0.6	645	u	x	-2.7%
COc1ccccc1N1C(=O)S/C(=C\c2cccs2)C1=O	12.4	860	i	0.9	-1.0%
Cc1ccc(S(=O)(=O)N2CCCOC2CNC(=O)C(=O)NCc2ccc3c(c2)OCO3)cc1 (stereo unspecified)	-0.2	789	i	6.3	1.7%[50 µM]
CCOC(=O)C1CCN(CC(O)COCc2ccc(Cl)cc2)CC1 (stereo unspecified)	5.5	698	i	2.8	0.5%
C=CCn1c(=O)c(C(=O)NC2CC2)c(O)c2cc(OC)c(OC)cc21	-1.1	857	i	0.5	-0.1%
Cc1ccc(S(=O)(=O)N2CCN(c3ccccc3)CC2)cc1	-3.0	771	i	0.3	u
O=C(C[n+]1ccccc1)Nc1ccccc1C(F)(F)F	1.8	802	i	0.4	-0.4%
COc1ccc(CC(=O)N/N=C/c2cccs2)cc1OC	-17.2	796	i	0.7	0.2%
COc1ccc(Br)cc1CN1CCSCC1	-12.3	722	i	0.2	-1.3%

Entries of single compounds as entered above. Order of screens: Hep lipid drop | Hep lipid drop cells 6.5 µM | Myeloid diff MLP | Myeloid diff MLP GFP+ MAC1+ % | UTI89 phage lysis
Results for `Cc1ccc(S(=O)(=O)N2CCN(c3ccccc3)CC2)cc1` = -3.0 | 771 | i | 0.3 | u
Results for `COc1cc(S(=O)(=O)N2CCN(C(=O)c3ccco3)CC2)ccc1Cl` = 9.0 | 844 | i | 0.4 | 0.3%
Results for `CCOC(=O)C1CCN(CC(O)COCc2ccc(Cl)cc2)CC1` (stereo unspecified) = 5.5 | 698 | i | 2.8 | 0.5%

Gathered by group: the compounds so far containing bromine.
SMILES	Hep lipid drop	Hep lipid drop cells 6.5 µM	Myeloid diff MLP	Myeloid diff MLP GFP+ MAC1+ %	UTI89 phage lysis
O=C(NCC(=O)N1CCOCC1)c1ccc(Br)cc1	-11.3	603	i	1.2	2.1%[50 µM]
COc1ccc(Br)cc1CN1CCSCC1	-12.3	722	i	0.2	-1.3%

The list continues.
SMILES	Hep lipid drop	Hep lipid drop cells 6.5 µM	Myeloid diff MLP	Myeloid diff MLP GFP+ MAC1+ %	UTI89 phage lysis
Cc1cc(NCCCOC(C)C)n2c(nc3ccccc32)c1C#N	-0.2	793	i	0.2	0.2%
COc1cccc(-c2nc(CS(=O)(=O)CC(=O)Nc3cc(OC)ccc3OC)c(C)o2)c1	6.0	714	i	1.7	0.4%
CC(C)(C)c1ccc(Cn2nnc3c(=O)[nH]c(C4CCCN(C(=O)c5cccs5)C4)nc32)cc1 (stereo unspecified)	-3.3	807	i	2.6	0.3%
CCN(CC)Cc1c(C(=O)N/N=C/c2ccc(OCc3ccccc3C)cc2)nnn1-c1nonc1N	-1.7	733	i	11.0	0.0%
Cc1ccc(N(C)C(=O)c2cc(S(=O)(=O)N3CCCC3)cn2C)cc1	-6.6	710	i	0.9	6.9%
O=C(Nc1ccccc1)/C(=C/c1ccc(F)cc1)NC(=O)c1ccco1	2.1	731	i	0.5	0.4%
COc1cccc(CN(CC(=O)NC2CCCCC2)C(=O)c2csnn2)c1	-2.7	752	i	6.3	0.3%
CCOc1ccc2c(c1)c1nnc(SCC(=O)NC3CC3)nc1n2C	5.4	819	i	0.6	0.0%
CC(C)C(C)NC(=O)Cn1cnc2c(oc3ccccc32)c1=O (stereo unspecified)	-2.2	796	i	0.8	0.2%
CCC1CCCCN1C(=O)c1ccc(OC2CCN(C(=O)COC)CC2)cc1 (stereo unspecified)	-1.1	821	i	0.6	2.2%
Cc1nn(C)cc1C(C)NC(=O)c1cc(COc2ccc(F)c(F)c2)on1 (stereo unspecified)	-4.4	754	i	3.2	1.8%
CN(CC(=O)Nc1cccc(F)c1)C(=O)CCNC(=O)c1ccc(Br)cc1	-3.3	808	i	0.7	-0.5%[50 µM]
O=C(COc1ccc(F)cc1)NCCCn1ccnc1	13.3	784	i	0.6	-0.2%
Cc1ccc(-c2nc3c(c(SCC(=O)N4CCOCC4)n2)COC(C)(C)C3)cc1	0.8	657	i	0.0	0.0%[50 µM]
O=C1CCC(C(=O)N2CCCC2)CN1Cc1cccc(C(F)(F)F)c1 (stereo unspecified)	-2.0	805	i	3.3	0.5%[50 µM]
CCOc1ccc(NC(=O)CN2C(=O)COc3ccccc32)cc1	-4.3	802	i	0.5	-0.1%
CN(C)c1cc(N/N=C/c2ccccc2C(F)(F)F)nc(N(C)C)n1	1.1	883	i	0.2	0.2%
CCOc1ccc(S(=O)(=O)NC2CCCCC2C)cc1 (stereo unspecified)	-8.5	664	i	0.9	0.7%[50 µM]
CN1CCc2c(sc3nc(SCC(=O)N4CCCCC4)n(-c4ccccc4)c(=O)c23)C1	3.1	622	i	2.2	-0.2%
CCOc1ccc(S(=O)(=O)NCCC(=O)NCC2(N3CCCCC3)CCCCC2)cc1	-1.4	800	i	0.9	-0.1%
COc1cc(OC)c(NC(=O)CNC(=O)Cn2ccc3ccccc3c2=O)cc1Cl	5.8	735	i	0.3	-0.4%
CN(CC(=O)Nc1ccccc1Br)C(=O)c1cccnc1Nc1cccc(C(F)(F)F)c1	6.1	826	i	1.1	0.0%
CCn1c(CNC(=O)C2CCCCC2)cc2ccccc21	11.5	781	i	0.4	0.3%
CCOc1cc(C(=O)Oc2cc(C)[nH]c(=O)c2[N+](=O)[O-])cc(OCC)c1OCC	-3.4	657	i	0.7	0.3%
Cc1cc(C)n2nc(C(=O)N3CCCC(N4CCN(c5ccccc5C)CC4)C3)cc2n1 (stereo unspecified)	-2.4	820	i	4.5	-0.1%
The list continues:
SMILES	Hep lipid drop	Hep lipid drop cells 6.5 µM	Myeloid diff MLP	Myeloid diff MLP GFP+ MAC1+ %	UTI89 phage lysis
CNc1nc(N)c([N+](=O)[O-])c(N2CCCCCC2)n1	-1.1	831	i	0.2	0.2%
CC(C)CCNS(=O)(=O)c1cc2c3c(c1)CCN3C(=O)CC2	-22.1	713	i	2.3	4.9%
O=C(CNC(=O)c1cccnc1)N/N=C/c1cc(Br)c(O)c(Br)c1	2.7	806	i	1.0	0.0%
CCc1ccc(CN(C)C(=O)c2cc(COc3cccc4cnccc34)on2)cc1	-21.9	650	u	x	0.1%
COc1ccc(OC)c(/C=C2\SC(=S)N(NS(=O)(=O)c3ccc(C)cc3)C2=O)c1	-1.1	847	i	0.4	0.0%
O=C(NCc1ccc2c(c1)OCO2)c1nc(S(=O)(=O)Cc2ccccc2F)ncc1Cl	24.9	817	i	2.5	-0.4%
Cc1cc(C)cc(-n2ncc3c2CCCC3NC(=O)CCCn2cncn2)c1 (stereo unspecified)	-10.5	684	i	0.9	0.1%[50 µM]
COc1ccc(CNC(=O)c2cccc3c2C(=O)N(CC2CCCO2)C3)cc1 (stereo unspecified)	-1.2	730	i	3.3	3.0%
O=C(Cc1ccc(Cl)cc1)NC1CCS(=O)(=O)C1 (stereo unspecified)	-2.3	784	i	1.0	-0.6%[50 µM]
COc1ccc(OCc2nnc(SCC(=O)N3CCCCC3)o2)cc1	13.3	813	i	1.3	-0.8%
CCC(C)[C@H](NC(=O)C1CC(=O)N(c2ccc3c(c2)OCCO3)C1)C(=O)NC1CCCC1 (stereo partly specified)	-2.1	734	i	0.6	0.3%
Cc1cc(C)cc(NC(=O)C2CCN(C(=O)c3cccs3)CC2)c1	-18.9	798	i	0.7	0.6%
